Compound activity: PubChem, Broad Institute
dFosB activator: activators of delta FosB homodimer, primary screen, biochemical, fluorescence polarization, TAMRA-CDK5 oligo, single point; purified delta FosB; percent of positive-control signal above neutral wells; activation, % at 25 µM; hit rate 0.99% among 340,000; AID 493131, 2011;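 active means mean activation above about 17%, with every replicate also reaching it, limit read from the data, passing the limit was not always enough; inconclusive means only one of the two conditions met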;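 further: fluorescence polarization rise as delta FosB binds a TAMRA Cdk5 AP-1 oligo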
Target sequence (P13346 whole entry, looked up): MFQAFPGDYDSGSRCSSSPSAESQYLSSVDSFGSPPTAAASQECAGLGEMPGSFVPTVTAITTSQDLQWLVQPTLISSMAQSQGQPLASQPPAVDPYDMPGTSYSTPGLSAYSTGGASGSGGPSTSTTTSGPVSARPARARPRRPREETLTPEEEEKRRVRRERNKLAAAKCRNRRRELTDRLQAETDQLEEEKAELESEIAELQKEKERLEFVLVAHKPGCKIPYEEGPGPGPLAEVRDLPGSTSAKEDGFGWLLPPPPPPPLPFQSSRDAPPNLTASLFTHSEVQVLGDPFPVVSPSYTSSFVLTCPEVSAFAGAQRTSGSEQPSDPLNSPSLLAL
PfHsp90 set2: growth inhibition of PfHsp90-expressing yeast, primary screen, antimalarial PfHsp90 inhibitor project, S. cerevisiae, BacTiter-Glo luminescence, single point, set 2; BacTiter-Glo ATP, 48 h; yeast lacking PDR1 and PDR3 efflux regulators; inhibition, % at 9.4 µM; hit rate 0.32% among 310,000;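 active means every replicate shows inhibition above about 80%, whatever the replicate mean, limit read from the data; inconclusive means mean inhibition reaches the set limit but some replicate falls short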;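 further: 0% = DMSO neutral controls and 100% = 20 µM radicicol positive controls; yeast relying on Plasmodium falciparum Hsp90 in place of its own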
MITF act: activators of MITF-driven TRPM1 promoter reporter, primary screen, cell-based, SK-MEL-5, luciferase, single point. SK-MEL-5 TRPM1-promoter luciferase, 24 h; % of positive control, neutral wells = 0. activation, % at 12.5 µM. hit rate 0.75% among 300,000;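 active means mean activation of at least 80% with every replicate also reaching 80%; inconclusive means mean reaches 80% but some replicate falls short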;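 further: 0% = neutral control wells and 100% = parthenolide positive control wells; values of inactives mirror those of a sister screen read the other way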
PvdQ inh: P. aeruginosa PvdQ acylase inhibitors, primary screen, biochemical, fluorescence, plate reader and imaging, single point. purified PvdQ acylase. AID 488965, 2010. hit rate 0.063% among 340,000. PvdQ acylase [Pseudomonas aeruginosa LESB58]. inhibition, % at 10 µM; in the data active means inhibition above about 30%, passing the limit was not always enough; inconclusive means no clear call, values can overlap the other calls;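 further: 0% = vehicle neutral wells and 100% = reference inhibitor wells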
CAL PDZ FP-1: untagged CAL PDZ binding inhibitors, primary screen, biochemical, fluorescence polarization, HTS | Golgi-associated PDZ and coiled-coil motif-containing protein (Homo sapiens), Q9HD26 | purified CAL PDZ, TMR-peptide fluorescence polarization, 1 h | inhibition, % at 24.9 µM | hit rate 0.92% among 300,000 | AID 602252, 2012;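 active means mean inhibition of at least 30% with at least half of replicates also reaching 30%; inconclusive means no clear call, values can overlap the other calls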;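 further: 0% = DMSO neutral control and 100% = excess unlabeled competitor peptide PRC23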
SR-BI DiI inh: inhibitors of SR-BI mediated HDL lipid uptake, primary screen, ldlA[mSR-BI] cells, fluorescence, single point. Scavenger receptor class B member 1 (Mus musculus), Q61009. ldlA[mSR-BI] CHO cells, DiI-HDL uptake fluorescence, 3 h. inhibition, % at 12.5 µM. hit rate 0.96% among 320,000;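 active means mean replicate inhibition of at least 70% and a set share of replicates each scoring 70 or more; inconclusive means meets just one of the two criteria; inactive means fails both criteria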;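 further: 0% = median of neutral control wells and 100% = median of positive control wells; values of inactives mirror those of a sister screen read the other way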
Target sequence (Q61009 whole entry, looked up): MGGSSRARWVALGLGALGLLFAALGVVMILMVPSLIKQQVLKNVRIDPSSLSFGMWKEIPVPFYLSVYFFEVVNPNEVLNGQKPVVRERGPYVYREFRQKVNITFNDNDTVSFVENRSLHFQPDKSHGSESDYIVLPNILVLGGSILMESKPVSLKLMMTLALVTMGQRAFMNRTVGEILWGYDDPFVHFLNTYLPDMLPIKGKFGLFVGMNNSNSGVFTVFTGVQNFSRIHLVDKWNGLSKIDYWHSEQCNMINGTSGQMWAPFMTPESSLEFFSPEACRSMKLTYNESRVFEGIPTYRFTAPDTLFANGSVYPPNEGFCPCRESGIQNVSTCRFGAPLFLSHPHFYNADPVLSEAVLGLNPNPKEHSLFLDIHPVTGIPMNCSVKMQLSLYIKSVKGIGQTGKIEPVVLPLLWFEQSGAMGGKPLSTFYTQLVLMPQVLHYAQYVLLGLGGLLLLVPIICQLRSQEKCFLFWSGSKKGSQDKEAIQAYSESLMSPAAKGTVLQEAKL
NSD2 inh: NSD2 histone methyltransferase inhibitors, primary screen, biochemical, AlphaScreen, single concentration, set 2; Histone-lysine N-methyltransferase NSD2 (Homo sapiens), O96028; NSD2 peptide methylation, 120 min; inhibition, % at 12.5 µM; hit rate 0.54% among 310,000; in the data active means inhibition above about 50%
CAL PDZ FP-2: CAL PDZ peptide-binding inhibitors, primary screen, biochemical, fluorescence polarization, Cer-tagged CAL PDZ, HTS; inhibition, % at 20 µM; Golgi-associated PDZ and coiled-coil motif-containing protein (Homo sapiens), Q9HD26; purified CAL PDZ, TMR-peptide fluorescence polarization, 1 h; hit rate 0.02% among 330,000; AID 504414, 2011;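 active means highest replicate inhibition of at least 40%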;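 further: plate controls were DMSO neutral control wells for no effect and unlabeled competitor peptide control wells for full effect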
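Read-out basis: mP drop reported as inhibition | Assay system: Tagged CAL PDZ protein CerCALP, purified | Benchmarks: Unlabelled peptide for full inhibition, DMSO wells as neutral | Schedule: 1 h incubation at room temperature before polarization reading | Buffer or medium: Sodium phosphate/NaCl buffer pH 7.4 with TCEP, IgG, Thesit | Doses: Single point, 20 µM | Measured by: Fluorescence polarization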
SR-BI DiI-HDL act: activators of SR-BI mediated DiI-HDL uptake, primary screen, ldlA[mSR-BI] CHO cells, DiI fluorescence. 3 h; 100 = double the neutral-control signal. activation, % at 12.5 µM. hit rate 0.096% among 320,000;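 active means mean replicate activation of at least 60% and every replicate at or above 60%; inconclusive means mean or all-replicate condition met, but not both; inactive means mean below 60% and not all replicates reaching 60%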;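 further: 0% = median plate neutral-control signal and 100% = twice that signal; values of inactives mirror those of a sister screen read the other way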
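material = CHO ldlA[mSR-BI] cells | medium = Ham's F12 with 0.5% BSA, HEPES 25 mM, pH 7.4 | reagent = fluorescent DiI-HDL, 10 µg/mL final | compound dosing = single-point compound dose | incubation = 3 h, 37 °C | measured by = bottom-read fluorescence, 550/595 nm | measure = HDL uptake via cellular fluorescence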
Rtt109 HAT inh: inhibitors of C. albicans Rtt109/Vps75 HAT, primary screen, biochemical, ThioGlo CoA-SH fluorescence, plate reader. AID 540336, 2011. purified Rtt109/Vps75, 4 h. hit rate 0.16% among 330,000. inhibition, % at 34.9 µM. Histone acetyltransferase RTT109 (Candida albicans (strain SC5314 / ATCC MYA-2876)), …;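 active means inhibition of at least 50% in every replicate; inconclusive means best replicate reaches 50% inhibition but some replicates fall short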
Starred values were filed as active, the others as inactive; ? = inconclusive; / = no result given. Compounds were not picked by outcome. Share with any hit: about 4.3%.

SMILES	dFosB activator	PfHsp90 set2	MITF act	PvdQ inh	CAL PDZ FP-1	SR-BI DiI inh	NSD2 inh	CAL PDZ FP-2	SR-BI DiI-HDL act	Rtt109 HAT inh
COC(=O)c1c(-c2cccnc2)csc1NC(=O)c1ccc2c(c1)OCO2	0	-15	63	-2	-2	16	-1	-3.0	-16	-3
Cc1ccc(-c2nnc(Nc3ccc(CC(N)=O)cc3)c3ccccc23)cc1S(N)(=O)=O	-1	24	13	-3	-12	/	-3	/	/	-1
Cc1cc(C(F)(F)F)nc(NCc2cccnc2)n1	-3	-4	7	10	-3	-2	-5	-1.7	2	13
CCOc1ccc(-c2[nH]nc3c2C(c2ccc(O)cc2)C(C#N)=C(N)O3)cc1 (configuration not stated)	8	/	-1	-5	-4	4	0	-1.5	-4	10
O=C(NCCOc1ccccc1)C1CCCN1C(=O)c1cccs1 (configuration not stated)	0	-4	2	-13	0	-11	2	-1.3	11	-2
CCc1nccn1S(=O)(=O)c1cc(C)c(OC)cc1C	9	/	-10	-14	-5	13	0	0.5	-13	1
CN1C(C(=O)Nc2ccccn2)=C(O)c2sc(Cl)cc2S1(=O)=O	-1	11	3	-10	3	-10	/	-0.4	10	-1
O=C(Nc1ccc(Br)cc1)c1cc(-c2ccncc2)nc2ccccc12	-10	9	-18	-16	-2	62	-1	0.0	-62	-7
COc1ccc(NC(=O)CN2CCC(C)CC2)c([N+](=O)[O-])c1	1	0	45	-2	-3	-11	20	-1.3	11	3
O=C1CCCN1c1ccc(S(=O)(=O)Nc2ccc3c(c2)OCCO3)cc1	-7	-15	-39	2	-4	4	-2	-2.6	-4	/
CCCCCCCC(=O)NN1CCOCC1	-5	-13	-5	-7	-7	-3	-1	1.5	3	-1
c1ccc2nc(-c3ccc(-n4ccnc4)cc3)ccc2c1	-36	-4	43	-2	-3	13	21	-4.7	-13	1

A section from the list above, for reference:
SMILES	dFosB activator	PfHsp90 set2	MITF act	PvdQ inh	CAL PDZ FP-1	SR-BI DiI inh	NSD2 inh	CAL PDZ FP-2	SR-BI DiI-HDL act	Rtt109 HAT inh
CCCCCCCC(=O)NN1CCOCC1	-5	-13	-5	-7	-7	-3	-1	1.5	3	-1
c1ccc2nc(-c3ccc(-n4ccnc4)cc3)ccc2c1	-36	-4	43	-2	-3	13	21	-4.7	-13	1

Going on with the list:
SMILES	dFosB activator	PfHsp90 set2	MITF act	PvdQ inh	CAL PDZ FP-1	SR-BI DiI inh	NSD2 inh	CAL PDZ FP-2	SR-BI DiI-HDL act	Rtt109 HAT inh
COc1ccc(C2CC(c3cccs3)=NN2C(=O)CSc2nc3c(cnn3-c3ccccc3)c(=O)[nH]2)cc1 (configuration not stated)	-11	5	10	-13	/	-7	/	-0.5	7	-4
O=C(Cc1ccc(F)cc1)N/N=C/c1ccncc1	-8	/	-4	-13	13	-7	-5	0.0	7	-5
CC(=O)N1CCC(N(CCN2CCOCC2)C(=S)Nc2cccc(C)c2)CC1	-5	-17	0	-9	-8	-25	0	0.0	25	-15
CN1CCN(S(=O)C23CC4CC(CC(C4)C2)C3)CC1 (configuration not stated)	4	-8	3	-10	/	-38	0	1.4	38	3
COc1cccc2c1OCC(CN1CCN(C3CCCCC3)C(CCO)C1)=C2 (configuration not stated)	-5	/	11	-15	-1	-14	0	-2.6	14	5
CN(CCO)C1=CC(=O)CC(C)(C)C1	3	37	-7	3	2	-34	2	-1.3	34	-3
O=C(Cc1ncon1)Nc1ccc(F)c(F)c1F	-9	27	/	-8	78*	-7	-2	0.0	7	0
C#CCOCCOCCOCCNc1nc(N2CCN(C(=O)CCCCCCCCCCNC(=O)[C@H](CCCCN)n3cc(CCCC(=O)O)nn3)CC2)nc(N2CCN(C(=O)CCCCCCCCCCNC(=O)[C@H](CCCCN)n3cc(CCCC(=O)O)nn3)CC2)n1	2	1	2	28	-5	-12	/	-1.8	12	33
COc1ccc(F)cc1S(=O)(=O)NCC(c1ccc2c(c1)OCO2)N1CCN(C)CC1 (configuration not stated)	-7	/	10	-10	12	5	4	-1.0	-5	-2
CC(=O)N1CCC(C(=O)OCc2ccccc2F)(c2ccccc2)CC1	-7	12	-6	-10	-1	5	1	-2.4	-5	4
CN(CC(=O)Nc1cccc(F)c1)C(=O)c1cc(-c2ccco2)nc2ccccc12	-15	-8	0	2	-3	11	1	-3.6	-11	-20
O=C1CCC(C(=O)O)N1 (configuration not stated)	-4	7	15	-9	-5	-14	/	-0.4	14	2
S=C(NCCSCc1ccc(Cl)cc1Cl)Nc1ccccc1	-5	-20	-4	7	2	32	-2	0.1	-32	6
COc1ccc(NC(=O)c2ccsc2NC(C)=O)cc1	-9	8	-7	-11	-4	16	0	-1.0	-16	6
COC(=O)c1cc(NS(=O)(=O)c2ccc(N3CCCCC3)c([N+](=O)[O-])c2)cc(C(=O)OC)c1	-4	7	-5	-12	-6	2	11	-1.2	-2	4
OCCn1ccc(-c2ccccc2OCc2ccc(F)cc2)n1	-4	-24	6	7	-6	14	-2	-1.7	-14	/
C=CCc1c(C)nc2cc(-c3ccc(C)cc3)[nH]n2c1=O	-10	3	/	3	0	-21	-1	-1.9	21	0
O=C(NN1CCCCC1)c1cccc(COc2ccc(Cl)cc2)c1	-5	3	17	-19	-4	33	-3	-3.0	-33	-7
O=C1OC(N2C(=O)CC[C@H]2C(=O)Nc2ccc3c(c2)OCO3)c2ccccc21 (some centres not stated)	-5	-19	-6	1	0	-11	/	0.6	11	-6
O=C(/C=C\N1CCOCC1)c1ccc(Br)cc1	-8	13	13	-8	0	-4	2	-3.1	4	0
Cc1ccc(C(=O)COC(=O)CCN2C(=O)C3C4CC(C(Br)C4Br)C3C2=O)cc1 (configuration not stated)	11	-12	13	-4	-1	-35	2	-2.9	35	-1
CC1CCN(C(=O)c2cc3nc(C4CC4)cc(C(F)(F)F)n3n2)CC1	-11	-7	7	7	-4	12	-11	0.0	-12	4
CCCc1nn(C)c(C(=O)Nc2ccc(C)c(C)c2)c1Cl	-9	-12	62	-7	-2	29	-3	-0.3	-29	3
Cc1cc(C)n2nc(SCC(=O)Nc3ccccc3F)nc2n1	-9	-9	9	-26	-3	-21	-1	-0.4	21	0
Cc1ccc(Cn2cc(/C=N/NC(=O)Cc3nnc(NC(=O)c4ccc(C)cc4)s3)c3ccccc32)cc1	?	-2	3	6	/	78*	-3	1.3	-78	-1
COc1ccc(C)cc1C(=O)CCC(=O)NC1CCCCC1	1	-8	3	10	-3	14	-6	-0.8	-14	0
COC(=O)Cc1ccc(NC(=S)Nc2ccccn2)cc1	-5	-34	43	-10	-3	6	-1	-2.5	-6	1
Fc1ccccc1N1CCN(CC2CC3C=CC2C3)CC1 (configuration not stated)	-4	-17	-2	-10	-10	-15	13	-2.9	15	3
Cc1cccc(C)c1OCC(O)CNC(C)(C)C (configuration not stated)	-2	-5	-8	4	-17	4	17	-0.1	-4	3
CN1CCN(S(=O)(=O)c2ccc(-c3noc(C4CCN(S(C)(=O)=O)CC4)n3)cc2)CC1	-5	/	-12	-2	-2	4	-1	/	-4	-1
CCOC(=O)c1c(NC(=O)CCS(=O)(=O)c2ccccc2)sc2c1CCN(C(C)C)C2	0	-2	-4	-24	-1	12	5	-1.8	-12	2
COc1ccc(OC)c(NC(=O)c2cnc(Nc3ccccc3OC)c3ccccc23)c1	-5	/	-11	6	1	42	-3	-0.2	-42	6
C[C@]12C=CC(=O)C=C1CC[C@@H]1[C@@H]2[C@@H](O)C[C@@]2(C)[C@H]1CC[C@]2(O)C(=O)COC(=O)CCC(=O)NCCc1ccc(O)cc1	-12	-6	/	-10	-4	-18	1	0.2	18	-6
CCC(NC(=O)c1ccncc1)c1ccccc1 (configuration not stated)	-8	-29	12	-15	/	-5	-1	0.2	5	-5
CCOc1ccccc1CN1CCN(Cc2ccc(C)o2)C(CCO)C1 (configuration not stated)	5	10	-3	-11	1	-21	0	-2.4	21	-1
CC1(C)Cc2c(C#N)c(SCC(=O)c3ccccc3)nc(N3CCOCC3)c2CO1	-5	/	11	0	-2	32	3	1.2	-32	3
O=C(NCc1ccco1)c1cc(-c2cccs2)nc2ccccc12	-10	7	2	-11	-2	18	-5	-1.1	-18	5
COc1ccc(C(=O)NCc2ccon2)cc1OC1CCN(C(C)C)CC1	3	6	4	-7	-2	-10	15	-1.1	10	0
Cc1cccc(-n2ncc3c(NCCCn4ccnc4)ncnc32)c1	-12	-20	/	-1	/	-14	/	-1.9	14	-1
Cc1ccccc1-c1nc(CS(=O)(=O)CC(=O)NCc2ccccc2)c(C)o1	-11	-4	/	-5	/	-20	/	-0.5	20	3
COCCOC(=O)C1=C(C)NC(=O)NC1c1c(F)cccc1Cl (configuration not stated)	-4	0	-3	6	-4	10	0	-1.0	-10	11
COc1ccc(NC(=O)COC(=O)Cc2c[nH]c3ccccc23)cc1OC	-1	16	-5	-9	-2	10	-3	-1.8	-10	-2
O=C(COC(=O)/C=C/c1ccc(F)cc1)NCc1cccs1	10	17	1	-3	0	-5	-1	-0.7	5	-2
O=C(c1ccc(CN2CCc3ccccc3C2)cc1)N1CCCCC1	-9	-10	-9	-19	-8	-2	/	-0.6	2	2
COc1ccc2cnn(-c3ccccc3)c(=O)c2c1OC	-13	-3	20	2	-1	-7	-8	-0.6	7	/
CCOC(=O)CS(=O)(=O)c1ccc2ccccc2c1	-4	8	/	11	/	-14	0	0.8	14	-2
O=C(NC1CCCCC1)c1ccc(S(=O)(=O)NCc2cccnc2)cc1	-2	2	-13	4	-2	-6	/	-1.4	6	19
CCOC(=O)Cc1csc(NC(=S)NC(=O)c2ccccc2Br)n1	-5	-9	-13	-3	-4	6	0	-0.3	-6	-4
